N370S GC mod – qHTS Assay for Inhibitors and Activators of N370S glucocerebrosidase as a Potential Chaperone Treatment of Gaucher Disease | Lysosomal acid glucosylceramidase (Homo sapiens), P04062 | N370S GC spleen homogenate, 4MU-glucoside fluorescence | Potency, µM (doses to about 59.4 µM), without a hit: top-dose activity change, negative = inhibition, hits mostly inhibitors | 330,000 compounds, 0.092% hits;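 also: 0% = full enzyme activity and -100% = no enzyme basal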
TDP1 cell noCPT – qHTS for Inhibitors of human tyrosyl-DNA phosphodiesterase 1 (TDP1): qHTS in cells in absence of CPT; 420,000 compounds, 15% hits; AID 686978, 2013; DT40 Tdp1-/- hTDP1 cells, no CPT, ATP luminescence, 48 h; Potency, µM (titrated, usually from 46.2 µM), inactives show at the top dose activity change, negative = growth inhibition, usual class: inhibitors; also: nearly all actives have a fitted effect of over 55% in size
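Chicken DT40 Tdp1-/- cells complemented with human TDP1, screened without camptothecin (DMSO vehicle only), 400 cells/well. Compounds pin-transferred, cells incubated at 37 °C for at least 48 hr. Growth read as ATP-dependent luminescence (CellTiter-Glo, 30 min at RT).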
TDP1 block – qHTS Assay for Inhibitors of Tyrosyl-DNA Phosphodiesterase (TDP1); Tyrosyl-DNA phosphodiesterase 1 (Homo sapiens), Q9NUW8; recombinant TDP1, AlphaScreen DNA substrate cleavage; Potency, µM (top dose mostly 130 µM), without a hit: top-dose activity change, negative = inhibition, actives largely listed as inhibitors; 350,000 compounds, 0.28% hits; AID 485290, 2010; also: nearly all actives have a fitted effect of over 40% in size
Target sequence (Q9NUW8 whole entry, looked up): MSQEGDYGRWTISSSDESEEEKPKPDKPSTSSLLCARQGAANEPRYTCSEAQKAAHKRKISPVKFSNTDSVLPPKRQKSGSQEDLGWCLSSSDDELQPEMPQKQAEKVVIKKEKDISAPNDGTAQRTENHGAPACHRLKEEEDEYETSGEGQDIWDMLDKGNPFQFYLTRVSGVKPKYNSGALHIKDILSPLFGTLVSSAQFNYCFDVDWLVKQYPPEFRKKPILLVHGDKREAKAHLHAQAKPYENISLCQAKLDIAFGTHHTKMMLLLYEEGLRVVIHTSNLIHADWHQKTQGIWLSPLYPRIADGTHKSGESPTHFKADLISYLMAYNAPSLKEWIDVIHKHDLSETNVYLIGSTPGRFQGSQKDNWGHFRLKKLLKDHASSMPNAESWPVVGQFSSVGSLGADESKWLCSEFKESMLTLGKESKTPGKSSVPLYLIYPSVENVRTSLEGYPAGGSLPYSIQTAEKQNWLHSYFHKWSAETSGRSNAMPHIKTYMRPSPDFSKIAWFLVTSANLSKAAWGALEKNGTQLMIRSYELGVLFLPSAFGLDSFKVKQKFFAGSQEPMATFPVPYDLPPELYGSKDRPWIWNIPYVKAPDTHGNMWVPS
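Tdp1 1 nM final; 15 min RT w/ cpd; substrate 15 nM, 5 min; beads 10 ug/ml, 10 min; AlphaScreen read. Neg ctrl: no enzyme.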
Numbers without * were called inactive; ? = inconclusive; . = no result given; & = joins results of further samples; [ ] = remark or other dose. Calls follow the shape of the dose curve; as a rule, active = well fitted curve in the direction sought with a large enough effect; inconclusive = small, poorly fitted or top-dose-only effect, or another doubt; inactive = no such curve, though single readings can be large; an effect the other way counts as inactive or inconclusive. Unless noted, % is scaled to controls: 0 for no effect and ±100 for the full control effect; potency is read from the fitted curve at half-maximal effect.

SMILES | N370S GC mod | TDP1 cell noCPT | TDP1 block
CC(=O)c1ccc(OCCCC(=O)Nc2cc(S(=O)(=O)N(C)C)ccc2C)cc1 | -2% | -21% | 1%
Cc1c(Cl)c([N+](=O)[O-])nn1CC(=O)NCc1cccs1 | -2% | ? | 0%
Cc1cccc([C@@H]2C[C@H]3CN(Cc4cccc(Cl)c4)C(=O)[C@]34CCCN24)n1 | -6% | ? | .
Cn1c2c(c(=O)n(C)c1=O)C(NS(=O)(=O)c1ccccc1)(C(F)(F)F)C(=O)N2 (stereo not given) | 3% | 1% | 2%
CCOC(=O)c1cc(NC(=O)c2ccc(C)cc2)c(=O)n2c1oc1ccccc12 | . | -6% | 1%
Cc1ccc(NS(=O)(=O)c2ccc(NC(=O)C3CCCO3)cc2)cc1 (stereo not given) | 5% | 12µM* | 0%
Cc1nc(-c2ccc(C(=O)Nc3ccccc3F)cc2)cs1 | -19% | ? | 3%
CCCCCC(=O)N1CC2(CC(c3cccc(NC(=O)c4ccccc4)c3)=NO2)C[C@@H]1C(N)=O (stereo not given in full) | 6% | ? | 2%
CCOC(=O)c1cnn(-c2ccccc2)c1N | 3% | 1% | 4%
Cc1nc(SCC(=O)NC(C)c2ccccc2)c2oc3ccccc3c2n1 (stereo not given) | -22% | 21µM* | 6%
COc1cc(Nc2nc(SCC#N)nc3ccccc23)cc(OC)c1OC | 4% | -7% | 1%
Cc1ccc2nc(NC(=O)CSCC(=O)Nc3cc(C)on3)sc2c1 | . | 22% | -2%

Entries above that contain an aryl thioether with sulfur outside any ring (2):
SMILES | N370S GC mod | TDP1 cell noCPT | TDP1 block
Cc1nc(SCC(=O)NC(C)c2ccccc2)c2oc3ccccc3c2n1 (stereo not given) | -22% | 21µM* | 6%
COc1cc(Nc2nc(SCC#N)nc3ccccc23)cc(OC)c1OC | 4% | -7% | 1%

Gathered by group: those above with a Cl atom (2)
SMILES | N370S GC mod | TDP1 cell noCPT | TDP1 block
Cc1c(Cl)c([N+](=O)[O-])nn1CC(=O)NCc1cccs1 | -2% | ? | 0%
Cc1cccc([C@@H]2C[C@H]3CN(Cc4cccc(Cl)c4)C(=O)[C@]34CCCN24)n1 | -6% | ? | .

Later entries
SMILES | N370S GC mod | TDP1 cell noCPT | TDP1 block
O=C1CCC(C(=O)NCCN2C(=O)S/C(=C\c3cccnc3)C2=O)=NN1 | -25% | -16% | 3%
CCCCSC(=S)N(C)C1CCS(=O)(=O)C1 (stereo not given) | -12% | ? | -6%
O=C1C(Cc2ccccc2)Nc2ncnc(N3CCCCC3)c2N1Cc1ccc(Cl)cc1 (stereo not given) | -26% | 16µM* | .
CCCCOc1ncnc2c1[nH]c1ccc(OCC)cc12 | 7% | -18% | 5%
OCc1nc2ccccc2n1CCc1ccccc1 | -1% | 3% | 3%
CC(=O)c1ccc(OCc2cc(C(=O)N3CCN(c4ccccc4)CC3C)no2)cc1 (stereo not given) | 1% | 18µM* | 6%
CC[C@]12c3[nH]c4ccccc4c3CCN1C(=O)C(CC(=O)NCCCN(C)C)C[C@@H]2C(=O)N1CCN(C(=O)c2ccco2)CC1 (stereo not given in full) | . | -3% | 1%
O=C(CN1CCCCC1)Nc1ccccc1Cl | -13% | 6% | -3%
CCOc1ccc(NC(=O)Cn2c(=O)cc(C)c3c(C)nn(-c4ccc(CC)cc4)c32)cc1 | . | ? | 3%
O=C(ON=C1CCN(S(=O)(=O)c2ccccc2)CC1)c1ccc(F)cc1 | 2% | -1% | 5%
CC(Sc1nc2ccccc2[nH]1)C(=O)Nc1ccccc1F (stereo not given) | 7% | -10% | 3%
Cc1cccc(NS(=O)(=O)c2ccc(-n3cccn3)cc2)c1C | -14% | 7.3µM* | 1%&8%

An excerpt from above in order of length of the SMILES, high to low:
SMILES | N370S GC mod | TDP1 cell noCPT | TDP1 block
CC(=O)c1ccc(OCc2cc(C(=O)N3CCN(c4ccccc4)CC3C)no2)cc1 (stereo not given) | 1% | 18µM* | 6%
O=C1C(Cc2ccccc2)Nc2ncnc(N3CCCCC3)c2N1Cc1ccc(Cl)cc1 (stereo not given) | -26% | 16µM* | .
O=C(ON=C1CCN(S(=O)(=O)c2ccccc2)CC1)c1ccc(F)cc1 | 2% | -1% | 5%

Additional results
SMILES | N370S GC mod | TDP1 cell noCPT | TDP1 block
CCCN1C(=O)C2(C(C(=O)c3ccc(C)o3)=C(O)C(=O)N2CCCN2CCOCC2)c2ccccc21 (stereo not given) | -11% | 1% | 2%
COc1cc(OC)c2c(c1C(CCN1CCCC1)c1ccc(N(C)C)cc1)OC(=O)CC2c1ccc(N(C)C)cc1 (stereo not given) | ? | . | 27%
Fc1ccccc1N1CCN(c2nnnn2-c2ccccc2)CC1 | 10% | 1% | 5%
Cc1cc(N2CC(C(=O)NCc3cccnc3)CC2=O)ccc1C(C)C (stereo not given) | 5% | -8% | 2%
CCc1cc2c(=O)c(-c3nc4ccccc4n3C)c(C)oc2cc1OC(C)=O | 1% | ? | .
NC(=S)N/N=C1\CC(n2nnnc2-c2ccccc2)C2COC1O2 (stereo not given) | -3% | -1% | 5%
C=CCn1c(SCC(=O)c2cc(C)n(Cc3cccs3)c2C)nnc1-c1ccncc1 | ? | ? | -5%
COc1ccc(CC(=O)NNC(=O)CN(C)S(=O)(=O)c2ccc(Cl)cc2)cc1OC | . | 10% | -2%
CCN1CCN(c2nc3c(C)cccn3c(=O)c2/C=C(\C#N)C(=O)NCCCOC)CC1 | ? | 6% | .
CCCn1nc(C(=O)NCc2ccc3c(c2)OCO3)c2ccccc2c1=O | 10% | ? | -2%
O=C1CC2(CCN(C(=O)COc3ccc(Cl)cc3)CC2)Oc2ccccc21 | -21% | 18µM* | -9%[0.505 µM]
Cc1ccc(NC(=O)CCN2C(=O)c3cccc([N+](=O)[O-])c3C2=O)c(Br)c1 | -8% | ? | .
Cc1ccc(S(=O)(=O)NCc2ccccn2)c(C)c1C | -1% | 15% | 5%
COc1ccc(-c2noc(-c3cccnc3N3CCN(c4ccc(OC)cc4)CC3)n2)cc1 | . | 8.2µM* | 6%
CC(c1ccccc1)N(CCC(c1ccccc1)C1CCOC(C)(C)C1)C(=O)c1ccco1 (stereo not given) | ? | 18µM* | -2%
CC1CCN(c2ccc(C(=O)O)cc2N)CC1 | -1% | 2% | -8%
CCOC(=O)/C=C1\SCC(=O)N1CC(=O)NC1CCCCC1 | 4% | -16% | -5%
CCOc1ccccc1-n1nnnc1SCC(=O)OC | 1% | -4% | -2%
C=CCNC(=S)NC(=O)c1oc2ccccc2c1C | 9% | -14% | -13%
CC1CN(/C=C/C(=O)C(F)(F)F)CC(C)O1 (stereo not given) | 1% | -16% | 6%
CCc1ccccc1NC(=O)C(Cc1cccc(OC)c1OC)c1nn[nH]n1 (stereo not given) | 4% | 0% | 2%
CCc1ccc(OCCCC(=O)Nc2nccs2)cc1 | 4% | 6% | 3%
CC(=O)Nc1ccc(NC(=O)c2ccccc2Nc2ccccc2)cc1 | 22% | ? | 2%
Cc1cc(C)cc(NC(=O)C(C)N2C(=O)c3ccccc3C2=O)c1 (stereo not given) | 0% | -6% | 7%
Cc1cc(C)nc(NS(=O)(=O)c2ccc(NC(=O)COc3ccccc3)cc2)n1 | 6% | -13% | 8%
Cc1ccc(S(=O)(=O)c2nc(S(C)(=O)=O)sc2NCc2ccccc2)cc1 | . | ? | 0%
CSCCC(=O)N1CC[C@@H](N2CCN(c3ccccc3F)CC2)[C@H](O)C1 | -7% | 12% | .
CC(=O)Nc1ccc(S(=O)(=O)N(CCO)Cc2ccccc2)cc1 | -13% | -6% | 4%
COc1ccc(Br)cc1/C=N/NC(=O)C[n+]1ccccc1 | -2% | 13µM* | .
CN(c1ccccc1)S(=O)(=O)c1ccc(C(=O)NCc2ccccn2)cc1 | -22% | ? | 5%
CC(=O)Nc1ccc(NC(=O)CSc2ccc(-c3ccc4c(c3)OCO4)nn2)cc1 | -3% | ? | 8%
Cc1nc(NCc2ccccc2)c(C(N)=O)c2c1COC(C)(C)C2 | -6% | -11% | 0%
COc1ccc2[nH]c(=O)c(CN(C(=O)c3cccc(Cl)c3)c3cccc(C)c3)cc2c1 | . | 18µM* | 7%
CCN(CC)C(=O)c1ccccc1NS(=O)(=O)c1cccs1 | -22% | 2% | 2%
CSc1ccc(Cl)c(C(=O)Nc2ccc(N3CCOCC3)cc2)c1 | 1% | -18% | 3%
CN(CC(=O)Nc1cccc(F)c1)C(=O)c1cc(S(=O)(=O)N(C)C)ccc1N1CCCC1 | -8% | -16% | 3%
CCCC[C@@H]1CCCO[C@@](C(=O)NCc2ccccc2)(C(F)(F)F)C1 | -3% | . | -1%
CCOC(=O)Cc1csc(NC(=O)CSc2nnc(C(C)C)n2C)n1 | ? | 1% | 5%
COC(=O)CN1C(=O)[C@H]2[C@@H](c3ccc(C)o3)N3C(=O)CN(CCO)C(=O)[C@@]3(Cc3ccccc3)[C@H]2C1=O | -9% | -5% | .
Cc1ccccc1OCC(=O)NNC(=O)c1ccc2c(=O)n3c(nc2c1)CCC3 | -3% | -30% | -9%
O=S(=O)(c1ccc(F)c(F)c1)N1CCCc2ccccc21 | -1% | ? | .
CC(C)(C)NS(=O)(=O)c1ccc(NS(C)(=O)=O)cc1 | 18% | -1% | -6%
CCOC(=O)C1=C(C)N(C[C@@H]2CC[C@@H](Cc3ccc(-c4ccccc4)cc3)O2)C(=O)NC1c1cccc2ccccc12 (stereo not given in full) | . | ? | 0%[56.1 µM]
O=C(NCc1ccccn1)C(=O)NCC1OCCCN1S(=O)(=O)c1ccc(F)cc1 (stereo not given) | -9% | -2% | 2%
O=C(CCc1nc2ccccc2c(=O)[nH]1)Nc1nnc(SCc2ccc(Cl)cc2)s1 | 8% | ? | -12%
Cc1ccccc1NC(=O)CNC(=O)Cc1cccc2ccccc12 | 1% | 6% | 0%
O=C(COc1nc2ccccc2nc1N1CCOCC1)Nc1ccc(S(=O)(=O)N2CCCC2)cc1 | 10% | ? | 4%
O=C(O)c1ccc(/C=N/Nc2ncc(Cl)cc2Cl)cc1 | -26% | -2% | .
CC(=O)Nc1cc2c(cc1C(C)=O)OCCO2 | 5% | -7% | 2%
Cc1cc(C)c(S(=O)(=O)N2CCCCC2CCNC(=O)C(=O)NCc2cccnc2)c(C)c1 (stereo not given) | -2% | ? | -4%
COc1cc(NC(=O)c2cc(C(C)C)on2)c(OC)cc1Cl | 29% | -10% | -11%
CC(C)CC(=O)N=Nc1c(O)[nH]c2ccccc12 | -5% | -6% | 3%
COc1ccc(C(=O)Nc2onc3c2CCCC3)cc1 | . | -21% | 2%
CCC1=[N+](C)CCn2c(C)ccc21 | 10% | -25% | 6%
Cc1cc(Cl)ccc1NC(=O)CN1C(=O)CSc2ccc(S(=O)(=O)N3CCOCC3)cc21 | -28% | 0% | 3%
Cc1ccc2cc(C#N)c(NCCNC(=O)C3CC3)nc2c1C | 5% | 7.3µM* | 0%
O=C(COC(=O)Cn1cc(C(F)(F)F)ccc1=O)Nc1ccccc1 | . | -2% | 1%
CCN1CCN(c2nc(-c3ccccc3Cl)nc3ccccc23)CC1 | -8% | ? | .
COc1ccc(-c2noc(CCC(=O)N(C)c3cc(Cl)ccc3OC)n2)cc1 | . | -29% | -2%
COc1ccc(CNC(=O)[C@@H](NC(=O)C2CCN(C(=O)[C@@H](N)CC(C)C)CC2)C(C)C)cc1 | 0% | -9% | .
Carrying on.
SMILES | N370S GC mod | TDP1 cell noCPT | TDP1 block
CCN(C(=O)COC(=O)CNC(=O)c1ccccc1C)C1=CCCCC1 | . | -5% | 1%
CCCCN(C)C(=O)c1nc2ccccn2c1CNC1CCC1 | -13% | -24% | 1%
COc1ccc(OCCC(=O)OCC(=O)Nc2ccc(Br)cc2)cc1 | 3% | -24% | 0%
CCC(=O)Nc1cc(-c2nc3cc(C)cc(C)c3o2)ccc1C | . | ? | -4%[12.3 µM]
CC1(C)Cc2ccccc2-c2nnc(-c3ccc4ccccc4n3)n21 | 4% | ? | 6%
COCc1cc(C)nc(N2CCc3ccccc32)c1C#N | 8% | 13% | -12%
CCC(=O)Nc1cccc(C2=NOC3(C2)C[C@@H](C(N)=O)N(C(=O)c2ccc(OC)cc2)C3)c1 (stereo not given in full) | -2% | -4% | 4%
Cc1ccc(NC(=O)COC(=O)C(NS(=O)(=O)c2ccc(Cl)cc2)C(C)O)cc1 (stereo not given) | 10% | -10% | 0%

Quoted at random: 2 entries already listed.
SMILES | N370S GC mod | TDP1 cell noCPT | TDP1 block
COc1ccc(OCCC(=O)OCC(=O)Nc2ccc(Br)cc2)cc1 | 3% | -24% | 0%
CC1(C)Cc2ccccc2-c2nnc(-c3ccc4ccccc4n3)n21 | 4% | ? | 6%

An excerpt; the hit share may differ from the screen's.
